Screening results as filed in PubChem BioAssay.
KCNH2 3.1 inh: qHTS for Inhibitors of KCHN2 3.1: Mutant qHTS; activity change, % (tested at about 1.8 µM); actives 0.95% (n = 340,000); Potassium voltage-gated channel subfamily H member 2, brain isoform KCNH2 3.1 (human); U2OS KCNH2 3.1, thallium flux FluxOr; hits give low values;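 active = maximum activity change below -70%; inconclusive = maximum activity change from -70% to -50%; inactive = maximum activity change above -50%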;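 note: thallium influx rate constant from kinetic fluorescence after stimulation buffer; % is set by controls: 0 for no effect and ±100 for the full control effect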
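FluxOr-based Tl+ influx in U2OS cells transduced with KCNH2 3.1 virus; rate constants normalized to DMSO controls.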
Giardia killer: Small Molecules that selectively kill Giardia lamblia: qHTS; Giardia lamblia trophozoite viability; actives 0.15% (n = 340,000); activity change, % at 7.66 µM, hits read low; AID 540267, 2011; in the data active = activity change below about -80%; inconclusive = between about -30% and that limit;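 note: parasites exposed to compound for two days anaerobically before the ATP read; % is set by controls: 0 for no effect and ±100 for the full control effect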
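Compounds were tested on trophozoites seeded at 100 cells/well and held 48 hrs at 37 deg C anaerobically. An ATP-based luminescent kit measured the remaining live cells.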
Rab9 promoter act: qHTS Assay for Rab9 Promoter Activators. Huh7 Rab9 promoter-luciferase reporter, luminescence, 24 h. Potency, µM (highest dose often 9.22 µM), for the others: top-dose activation, negative = inhibition, most hits filed as activators. actives 2.8% (n = 320,000); note: potency is the fitted concentration of half-maximal effect; % of control where 0% means no effect; nearly all actives have a fitted effect of over 60% in size
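Stable Rab9-luc Huh7, 1500 cells/well, 2 h settle; cmpd in DMSO, 24 h, 37 °C/5% CO2; luciferase reagent 10 min RT; luminescence.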
FBPA coupling cs: qHTS Assay for Inhibitors of Fructose-1,6-bisphosphate Aldolase from Giardia Lamblia: Coupling assay counterscreen. coupling enzyme system counterscreen, AmpLite Red fluorescence. activity change, negative = inhibition, % at 58.2 µM, hits read low. actives 0.67% (n = 290,000). AID 2472, 2010; in the data active = activity change below about -30%; note: % is set by controls: 0 for no effect and ±100 for the full control effect
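First, compound is pin-transferred into glyceraldehyde-3-phosphate coupling-enzyme reagent at 57.5 uM final and held 10 min at RT. Next, substrate, coupling system and AmpLite Red are added. After 20 min RT, fluorescence (525/598 nm) is read.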
Tb PFK inh: qHTS Assay to Find Inhibitors of T. brucei phosphofructokinase; T. brucei PFK, ADP-Glo luminescence; Potency, µM (series often up to 57.5 µM), for the others: top-dose activity, negative = inhibition, hits mostly inhibitors; actives 0.17% (n = 330,000); AID 485367, 2010;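 note: potency is the fitted concentration of half-maximal effect; 0% = uninhibited 1x PFK enzyme wells and -100% = no-enzyme wells; nearly all actives have a fitted effect of over 60% in size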
Target sequence (O15648 whole entry, looked up): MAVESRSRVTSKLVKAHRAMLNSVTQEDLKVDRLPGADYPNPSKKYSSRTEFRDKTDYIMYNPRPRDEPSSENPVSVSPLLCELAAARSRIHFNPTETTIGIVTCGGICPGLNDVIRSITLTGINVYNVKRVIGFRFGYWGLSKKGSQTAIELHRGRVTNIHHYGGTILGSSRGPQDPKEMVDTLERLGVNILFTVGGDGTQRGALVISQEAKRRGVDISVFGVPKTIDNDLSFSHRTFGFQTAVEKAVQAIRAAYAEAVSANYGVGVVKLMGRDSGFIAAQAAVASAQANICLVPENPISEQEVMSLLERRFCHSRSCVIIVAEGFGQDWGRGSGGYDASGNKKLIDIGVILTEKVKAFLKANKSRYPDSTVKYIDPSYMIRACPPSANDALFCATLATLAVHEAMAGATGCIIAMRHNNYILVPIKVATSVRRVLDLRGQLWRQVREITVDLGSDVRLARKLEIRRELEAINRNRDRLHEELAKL
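Activity is normalized to no-enzyme wells (full inhibition) and 1.25 nM enzyme wells (no inhibition). Reaction: 0.5 mM F6P, 0.1 mM ATP, 45 min RT, ADP-Glo luminescence; concentration-response curves fitted and classed by quality.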
VP16 counter: VP16 counterscreen qHTS for inhibitors of ROR gamma transcriptional activity. Drosophila S2 Gal4-VP16 UAS-luciferase, luminescence, 20 h. Potency, µM (top dose mostly 53.6 µM), inactives show at the highest dose activity, negative = inhibition, hits mostly inhibitors. actives 3.5% (n = 310,000). AID 2546, 2010;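 note: Gal4-VP16 expression switched on by copper sulfate through the metallothionein promoter; potency is the fitted concentration of half-maximal effect; % is set by controls: 0 for no effect and ±100 for the full control effect; nearly all actives have a fitted effect of over 50% in size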
FLuc counter: qHTS profiling assay for firefly luciferase inhibitor/activator using purifed enzyme and Km concentrations of substrates (counterscreen for miR-21 project) | Luciferin 4-monooxygenase (Photinus pyralis), P08659 | Potency, µM (doses to about 57.5 µM), for the others: at the top dose activity change, negative = inhibition, hits mostly inhibitors | purified FLuc, Km substrates, luminescence inhibition | actives 6.9% (n = 360,000);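 note: potency is the fitted concentration of half-maximal effect; plate controls were vehicle for no effect and reference inhibitor for full effect; nearly all actives have a fitted effect of over 55% in size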
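Biochemical qHTS of compounds, final roughly 60 µM downward over six points, against 10 nM purified firefly luciferase using Km concentrations of substrates (10 uM D-luciferin, 10 uM ATP) in Tris acetate pH 7.5 buffer; luminescence output.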
uPA generation: qHTS for Inhibitors of Cell Surface uPA Generation. cell surface uPA generation assay, qHTS. Potency, µM (series often up to 38.3 µM), without a hit: at the highest dose activity change, negative = inhibition, actives largely listed as inhibitors. actives 0.31% (n = 330,000); active = well fitted inhibition curve with a large enough effect; inconclusive = small, poorly fitted or top-dose-only effect; inactive = no such curve, though single readings can be large or run the other way; tested in mouse RAW 264.7 cells; note: potency is the fitted concentration of half-maximal effect; % is set by controls: 0 for no effect and ±100 for the full control effect; nearly all actives have a fitted effect of over 55% in size
NPC1 promoter act: qHTS Assay for NPC1 Promoter Activators. AID 485313, 2010. actives 2.4% (n = 320,000). Potency, µM (titrated, usually from 9.22 µM), inactives show top-dose activation, hits mostly activators. Huh7 NPC1 promoter luciferase reporter, 24 h;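 note: potency is the fitted concentration of half-maximal effect; % of control where 0% means no effect; nearly all actives have a fitted effect of over 60% in size; reporter is driven by a mutant NPC1 promoter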
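Huh7 cells stably carrying NPC1 promoter–luciferase, plated in Opti-MEM with 10% FBS for 2 h, were exposed to compound in DMSO for 24 h at 37 °C; luciferase reagent was added for 10 min and luminescence read.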
ELG1 genotox: qHTS screen for small molecules that induce genotoxicity in human embryonic kidney (HEK293T) cells expressing luciferase-tagged ELG1; HEK293T ELG1-luciferase reporter, luminescence, 16 h; Potency, µM (titrated, usually from 46 µM), for inactives: at the highest dose activity change, positive = activation, most hits filed as activators; actives 1.3% (n = 330,000); AID 504466, 2011; note: potency is the fitted concentration of half-maximal effect; % of control where 0% means no effect; nearly all actives have a fitted effect of over 60% in size
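16 hr compound incubation (37 °C, 5% CO2) of HEK293T cells carrying luciferase-tagged ELG1; luciferase then measured by ONE-Glo luminescence after 30 min at RT.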
RORg inh: qHTS for inhibitors of ROR gamma transcriptional activity. Potency, µM (top dose mostly 53.6 µM), for inactives: top-dose activity change, negative = inhibition, actives largely listed as inhibitors. actives 5.4% (n = 310,000). AID 2551, 2010. Drosophila S2 Gal4-RORgamma UAS-luciferase reporter, 20 h. Nuclear receptor ROR-gamma (Mus musculus), P51450; note: potency is the fitted concentration of half-maximal effect; % is set by controls: 0 for no effect and ±100 for the full control effect; nearly all actives have a fitted effect of over 60% in size
Target sequence (P51450 whole entry, looked up, the tested form may be a part): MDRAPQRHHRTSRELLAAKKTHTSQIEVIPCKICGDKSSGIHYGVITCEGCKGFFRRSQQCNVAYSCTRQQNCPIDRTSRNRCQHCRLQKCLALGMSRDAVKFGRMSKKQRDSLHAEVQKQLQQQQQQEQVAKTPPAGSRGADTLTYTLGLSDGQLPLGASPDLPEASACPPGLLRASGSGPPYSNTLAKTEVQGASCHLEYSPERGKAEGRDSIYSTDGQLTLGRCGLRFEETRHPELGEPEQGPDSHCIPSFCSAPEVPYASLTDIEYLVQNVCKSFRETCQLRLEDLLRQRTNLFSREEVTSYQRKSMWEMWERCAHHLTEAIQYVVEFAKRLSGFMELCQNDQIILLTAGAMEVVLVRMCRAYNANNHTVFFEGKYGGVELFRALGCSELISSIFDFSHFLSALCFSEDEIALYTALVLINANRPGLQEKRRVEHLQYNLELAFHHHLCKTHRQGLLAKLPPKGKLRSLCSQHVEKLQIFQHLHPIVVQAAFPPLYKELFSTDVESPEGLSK
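Drosophila S2 cells stably expressing Gal4-DBD/mouse RORγ fusion under metallothionein promoter plus UAS-luciferase; compound 1 h, then 700 uM CuSO4 induction for 20 h at ambient temperature; inhibition read as reduced luminescence.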
Active calls of the source: *; u = inconclusive; x = no result given; & = joins results of further samples. Unless noted, calls come from the whole dose curve; as a rule, active = well fitted curve in the direction sought with a large enough effect; inconclusive = small, poorly fitted or top-dose-only effect, or another doubt; inactive = no such curve, though single readings can be large; an effect the other way counts as inactive or inconclusive. Hits appear at their usual frequency; any-hit rate near 14%.

SMILES	KCNH2 3.1 inh	Giardia killer	Rab9 promoter act	FBPA coupling cs	Tb PFK inh	VP16 counter	FLuc counter	uPA generation	NPC1 promoter act	ELG1 genotox	RORg inh
COc1ccc(N(C)C(=O)c2onc3c2CCCC3)cc1	8	2	0%	0	-4%	-8%	3%	6%	-2%	1%	8%
CCCCN(CC)CCNC(=O)c1ccc2c(Cl)c3c(nc2c1)CCC3	7	-29	-8%	4	9%	-8%	u	-12%	0%	-4%	-11%
O=C(CC(C(=O)N1CCc2ccccc21)n1ccnc1)NCc1ccccc1 (stereo unspecified)	14	5	-3%	4	1%	24%	6%	x	1%	5%	22%
COc1ccc(NS(=O)(=O)c2cccc(C(=O)NCc3ccco3)c2)cc1	-10	5	u	x	-14%	x	-1%	-8%	0%	0%	x
COc1ccc(-n2c(-c3ccc(F)cc3)cnc2SCC(=O)NCc2ccco2)cc1	-9	-9	14%	-1	1%	15%	24µM*	-18%	0%	u	6%
CC(C)(CNC(=O)C1CCCN1C(=O)c1cccs1)N1CCOCC1 (stereo unspecified)	-9	9	-9%	5	-7%	6%	-1%	-1%	-2%	2%	-1%
Cc1ccc(C(=O)OC(C)C(=O)Nc2ccc(S(N)(=O)=O)cc2)cc1S(=O)(=O)N1CCOCC1 (stereo unspecified)	16	5	-1%	x	3%	x	13%	8%	-15%	-1%	x
O=C(NCCN1CCCCC1)Nc1ccccc1F	13	-11	5%	0	1%	x	1%	11%	-5%	0%	x
NC(=O)/C(=C/c1ccc2c(c1)OCO2)NC(=O)c1ccco1	2	-25	-6%	1	4%	2%	5%	10%	0%	1%	-15%
Cc1ccccc1C(=O)N1CCC(C(=O)Nc2cccc(F)c2)CC1	-2	-7	-11%	3	6%	6%	4%	1%	-12%	-4%	8%
CCCCNC(=O)c1cccc2c(=O)c(C)c(-c3ccccc3)oc12	8	-16	2%	4	10%	17%	-2%	-10%	2%	2%	u
COc1ccc(NCc2nnc(SCC(=O)Nc3ccc(OC)cc3)n2C)cc1	x	4	7%	1	-2%	-6%	-2%	-4%	3%	1%	22%
COc1ccc(N2CCN(CC(=O)Nc3ccc(C)c(C)c3)CC2)cc1	-5	3	5%	1	2%	1%	-2%	4%	2%	4%	9%
CCN1CCC(O)(C#Cc2ccccc2)CC1	u	-21	-2%	-1	-2%	1%	-2%	2%	0%	1%	22%
O=C(NC1(C(F)(F)F)C(=O)Nc2c1c(=O)[nH]c(=O)n2Cc1ccco1)C1CCCCC1 (stereo unspecified)	-27	-16	-14%	3	-1%	-1%	-3%	2%	0%	-5%	15%
COc1cc2cnc(-c3ccccc3)c(C(=O)c3ccc(F)cc3)c2cc1OC	29	-25	-5%	x	0%	x	1%	u	-3%	-5%	x
O=C(c1n[nH]c2ccccc12)N1CCN(S(=O)(=O)c2ccc3ccccc3c2)CC1	6	2	9%	-1	-4%	-18%	-4%	1%	8%	-2%	22%
COc1ccc(NC(=O)CCN2C(=O)C3C4CCC(C4)C3C2=O)cc1 (stereo unspecified)	6	-1	0%	-4	0%	-11%	-10%	-4%	5%	0%	2%
O=Cc1ccccc1OCc1nnsc1Cl	10	9	-5%	1	1%	-9%	5%	-16%	-3%	-1%	-9%
CCOc1ccc(NC(=O)c2cccc3c2C(=O)N(CCOC)C3)cc1	6	-14	21%	0	4%	0%	6.7µM*	-1%	7%	15%	-7%
NS(=O)(=O)c1ccc(CCNC(=O)c2ccc(C(=O)c3ccccc3)cc2)cc1	2	9	0%	-4	5%	-19%	1%	-2%	1%	-7%	-11%
CN(C(=O)CSc1nnnn1-c1ccccc1)C1CCS(=O)(=O)C1 (stereo unspecified)	8	-13	0%	1	0%	-9%	-2%	3%	-10%	-4%	12%
COc1ccc(CNc2ncnc3cc(OC)c(OC)cc23)cc1OC	8	-2	-5%	2	3%	2%	3%	x	-4%	3%	-6%
O=C(CC1SC(N2CCCC2)=NC1=O)Nc1ccc(C(=O)N2CCCC(C(F)(F)F)C2)cc1 (stereo unspecified)	9	-8	-3%	x	6%	x	2%	2%	0%	11%	x
COc1ccccc1N1CC(C(=O)Nc2nnc(SCC(=O)N3CCOCC3)s2)CC1=O (stereo unspecified)	11	-3	1%	x	0%	-2%	-2%	7%	-5%	7%	-23%
CN(CC(=O)Nc1ccccc1Br)C(=O)c1ccc(COc2ccccc2)cc1	-16	3	4%	x	1%	0%	u	0%	3%	-2%	10%
O=C(CCC(=O)c1cccs1)OCc1nc2ccccc2s1	1	9	1%	-1	-3%	2%	u	-2%	1%	4%	13%
NC(=O)NCCCC(=O)O	0	7	-8%	x	-1%	x	0%	1%	3%	u	x
Cc1ccc(-n2nc3c(c2NC(=O)/C=C\c2ccc4c(c2)OCO4)CSC3)c(C)c1	3	u	-2%	0	0%	-3%	7%	17%	-1%	-1%	26%
COC(=O)c1[nH]c2cc(OC)ccc2c1N	9	5	16%	1	2%	4%	u	-4%	11%	0%	5%

An excerpt from above in order of molar mass, lowest first.
SMILES	KCNH2 3.1 inh	Giardia killer	Rab9 promoter act	FBPA coupling cs	Tb PFK inh	VP16 counter	FLuc counter	uPA generation	NPC1 promoter act	ELG1 genotox	RORg inh
COC(=O)c1[nH]c2cc(OC)ccc2c1N	9	5	16%	1	2%	4%	u	-4%	11%	0%	5%
O=C(CCC(=O)c1cccs1)OCc1nc2ccccc2s1	1	9	1%	-1	-3%	2%	u	-2%	1%	4%	13%
COc1ccc(CNc2ncnc3cc(OC)c(OC)cc23)cc1OC	8	-2	-5%	2	3%	2%	3%	x	-4%	3%	-6%
CN(C(=O)CSc1nnnn1-c1ccccc1)C1CCS(=O)(=O)C1 (stereo unspecified)	8	-13	0%	1	0%	-9%	-2%	3%	-10%	-4%	12%
NS(=O)(=O)c1ccc(CCNC(=O)c2ccc(C(=O)c3ccccc3)cc2)cc1	2	9	0%	-4	5%	-19%	1%	-2%	1%	-7%	-11%
Cc1ccc(-n2nc3c(c2NC(=O)/C=C\c2ccc4c(c2)OCO4)CSC3)c(C)c1	3	u	-2%	0	0%	-3%	7%	17%	-1%	-1%	26%
CN(CC(=O)Nc1ccccc1Br)C(=O)c1ccc(COc2ccccc2)cc1	-16	3	4%	x	1%	0%	u	0%	3%	-2%	10%
O=C(CC1SC(N2CCCC2)=NC1=O)Nc1ccc(C(=O)N2CCCC(C(F)(F)F)C2)cc1 (stereo unspecified)	9	-8	-3%	x	6%	x	2%	2%	0%	11%	x

Other compounds follow:
SMILES	KCNH2 3.1 inh	Giardia killer	Rab9 promoter act	FBPA coupling cs	Tb PFK inh	VP16 counter	FLuc counter	uPA generation	NPC1 promoter act	ELG1 genotox	RORg inh
CC(C)NC(=O)c1ccc2c(c1)N(Cc1ccccc1)C(=O)C(C)(C)O2	u	-20	-2%	-1	0%	0%	-2%	4%	2%	-3%	36%
CCOC(=O)c1ccc2nc(C)cc(Nc3cccc(C(=O)O)c3)c2c1	x	x	1%	2	-3%	5%	-3%&-2%	x	-5%	0%	7%
Cc1cccc2cc(COC(=O)C(C)(C)C)c(=O)[nH]c12	10	-1	8%	0	-1%	-3%	-7%	11%	2%	2%	6%
CCOC(=O)c1c[nH]n(-c2ccccc2)c1=O	25	6	-5%	-2	1%	-14%	u	3%	0%	7%	5%
COCCNC(=O)c1ccc(C)c(NC(=O)C2=C(C)OCCS2)c1	-11	3	1%	4	-2%	-8%	-2%	4%	-3%	2%	-1%
COc1cccc(NC(=O)C/C(C)=N/NC(=O)C2CCCCC2)c1	4	17	0%	1	2%	2%	0%	-2%	3%	3%	-29%
COc1ccc(/C=C/C(=O)c2ccc(NC(=O)c3cccs3)cc2)cc1OC	-1	6	u	-5	4%	-20%	13µM*	-11%	u	u	2.5µM*
CCCN(CCC)c1nc(N(CCC)CCC)[nH]c(=O)n1	16	-4	-3%	7	1%	-1%	u	1%	-8%	-6%	5%
Cc1ccccc1Nc1c(-c2cccnc2)nc2cccc(C)n12	-5	7	-2%	-1	-4%	-13%	-4%&-8%	-8%	-2%	-7%	-5%
